# Bioassay records deposited in PubChem by National Center for Advancing Translational Sciences (NCATS).
# TbPYK inhibitor: blocks Trypanosoma brucei pyruvate kinase; Q57TT1; TbPYK enzyme, Kinase-Glo Plus ATP luminescence, 45 min; Potency, µM (series often up to 76.8 µM), for the others: at the top dose activity, negative = inhibition, hits mostly inhibitors; hit rate 0.12% among 410,000; further: potency means the concentration at half of the fitted maximal effect; nearly all actives have a fitted effect of over 50% in size
#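 T. brucei PYK with substrate was exposed to pin-transferred compounds across a concentration series, then started with 130 uM ADP (final). After 45 min at room temperature, Kinase-Glo Plus luminescence was read, normalized and curve-fitted.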
# Sm TGR inh: blocks Schistosoma mansoni thioredoxin glutathione reductase; Potency, µM (doses to about 114 µM), for inactives: top-dose activity change, negative = inhibition, actives largely listed as inhibitors; hit rate 3% among 360,000; purified TGR, DTNB reduction, TNB absorbance 405 nm; further: potency means the concentration at half of the fitted maximal effect; nearly all actives have a fitted effect of over 60% in size
#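 TGR 20 nM + NADPH 100 uM (dispensed conc.), cpd preinc 15 min RT; start with NADPH (500 uM addition) then DTNB (15 mM addition). Kinetic TNB absorbance, 405 nm filter. Four-parameter Hill fit across titration.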
# LmPK inh: blocks Leishmania mexicana pyruvate kinase activity | Potency, µM (top dose mostly 57.5 µM), inactives show at the top dose activity change, negative = inhibition, actives largely listed as inhibitors | Q27686 | hit rate 0.37% among 290,000 | purified LmPK, Kinase-Glo ATP luminescence, 1 h; further: potency means the concentration at half of the fitted maximal effect
# Target sequence (Q27686 whole entry, looked up): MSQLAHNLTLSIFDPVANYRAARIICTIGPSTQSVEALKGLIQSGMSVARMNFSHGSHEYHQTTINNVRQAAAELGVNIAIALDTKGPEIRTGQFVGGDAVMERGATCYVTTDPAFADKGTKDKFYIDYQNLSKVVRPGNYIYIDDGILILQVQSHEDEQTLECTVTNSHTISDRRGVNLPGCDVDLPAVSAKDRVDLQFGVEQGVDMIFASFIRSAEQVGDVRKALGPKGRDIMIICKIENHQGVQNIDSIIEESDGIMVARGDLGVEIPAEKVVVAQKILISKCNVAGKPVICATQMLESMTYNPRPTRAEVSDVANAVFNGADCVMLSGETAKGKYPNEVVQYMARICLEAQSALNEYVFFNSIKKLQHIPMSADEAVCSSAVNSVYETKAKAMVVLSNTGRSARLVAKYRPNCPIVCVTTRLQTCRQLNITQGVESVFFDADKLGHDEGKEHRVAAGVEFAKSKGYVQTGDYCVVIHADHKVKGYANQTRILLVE
#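 0.1 nM LmPK, 0.5 mM PEP, 0.1 mM ADP; 50 mM imidazole pH 7.2, 7 mM MgCl2, 50 mM KCl; 1 h RT. Kinase-Glo luminescence readout, normalized to no-enzyme (full inhibition) and uninhibited wells.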
# AmpC no deterg: AmpC beta-lactamase inhibition without detergent; P00811; AmpC nitrocefin hydrolysis, absorbance 480 nm, 0.0001% Triton; Potency, µM (highest dose often 57.1 µM), without a hit: at the top dose activity change, negative = inhibition, actives largely listed as inhibitors; hit rate 0.52% among 330,000; AID 485341;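 further: potency means the concentration at half of the fitted maximal effect; plate controls were no compound for no effect and no enzyme for full effect; nearly all actives have a fitted effect of over 20% in size; some results filed as inactive show a strong effect at the top dose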
# Target sequence (P00811 whole entry, looked up): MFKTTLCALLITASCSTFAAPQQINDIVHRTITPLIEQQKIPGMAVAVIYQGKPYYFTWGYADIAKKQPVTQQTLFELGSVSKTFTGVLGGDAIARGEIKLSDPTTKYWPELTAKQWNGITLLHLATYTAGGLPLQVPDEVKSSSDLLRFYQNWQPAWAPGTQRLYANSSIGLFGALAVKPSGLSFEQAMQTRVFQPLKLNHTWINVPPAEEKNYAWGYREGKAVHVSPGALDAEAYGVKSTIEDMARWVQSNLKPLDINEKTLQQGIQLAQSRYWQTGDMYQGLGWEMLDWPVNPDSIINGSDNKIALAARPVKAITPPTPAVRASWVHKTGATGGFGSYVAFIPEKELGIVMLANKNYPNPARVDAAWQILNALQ
#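 AmpC (5.3 nM in the dispensed reagent) in 20 mM phosphate pH 7.0 with 0.01% (detergent screen) or 0.0001% Triton X-100 was preincubated with compounds for 15 min at room temperature. Nitrocefin was then added from an 800 uM solution, and hydrolysis was followed at 480 nm.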
# AMA1-RON2 inh: disrupts binding of P. falciparum AMA1 to RON2 | AlphaScreen AMA1-biotinylated RON2 peptide binding | Potency, µM (titrated, usually from 58.2 µM), inactives show at the top dose activity change, negative = inhibition, hits mostly inhibitors | hit rate 0.2% among 360,000;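 further: potency means the concentration at half of the fitted maximal effect; 0% = vehicle wells and -100% = peptide control; nearly all actives have a fitted effect of over 45% in size; some results filed as inactive show a strong effect at the top dose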
#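 AMA1 (3D7) with his tag at 25 nM final met compounds first, then biotinylated RON2 peptide at 25 nM; detection used donor plus acceptor beads, 10 µg/mL apiece, read by AlphaScreen after 30 min at room temperature.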
# HCMV inh: blocks human cytomegalovirus replication | hit rate 4.5% among 410,000 | HFF cells, HCMV-luciferase reporter, 72 h; active compounds read low | AID 1259415 | activity change, negative = inhibition, % at 57.5 µM; in the data active means activity change below about -60%; inconclusive means no clear call, values can overlap the other calls; inactive means above about -39%
#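 Two compound doses tested in HFFs infected with HCMV-luciferase, MOI 1 PFU/cell, 72 h at 37C. Lysate luminescence read with OneGlo; data normalized against buffer-only and 10uM Salinomycin inhibitor controls.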
# AmpC inh detg: inhibitors of E. coli AmpC beta-lactamase with detergent; AmpC hydrolysis of nitrocefin, absorbance 480 nm, 0.01% Triton; P00811; AID 485294; Potency, µM (doses to about 114 µM), for inactives: at the highest dose activity change, negative = inhibition, hits mostly inhibitors; hit rate 0.041% among 370,000;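 further: potency means the concentration at half of the fitted maximal effect; 0% = no-compound wells and -100% = no-enzyme wells; nearly all actives have a fitted effect of over 25% in size; some results filed as inactive show a strong effect at the top dose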
#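 20 mM phosphate pH 7.0 + 0.01% (detergent screen) or 0.0001% Triton X-100; 5.3 nM AmpC reagent; cpd preinc 15 min RT; nitrocefin (800 uM stock) to start; A480 q20 s × 4 min; Activity was normalised to no-enzyme and no-compound control wells.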
# An asterisk follows results filed as active; ? = inconclusive; nt = no result given; [ ] = another dose, or the depositor's remark. Unless noted, the call rests on the fitted dose curve; in most records, active means well fitted curve in the direction sought with a large enough effect; inconclusive means small, poorly fitted or top-dose-only effect, or another doubt; inactive means no such curve, though single readings can be large; an effect the other way counts as inactive or inconclusive. Unless noted, on the % scale 0 is the no-effect control and ±100 the full control effect.
# Each structure is followed by: TbPYK inhibitor	Sm TGR inh	LmPK inh	AmpC no deterg	AMA1-RON2 inh	HCMV inh	AmpC inh detg
CCn1c(COc2ccccc2)nnc1SCC(=O)Nc1ccc2c(c1)OCCO2
    0%	5%	2%	-32%	-6%	-33	?
COc1ccc(-c2cc(C(=O)Nc3cnn(Cc4ccccc4C)c3)no2)cc1OC
    -8%	0%	5%	-4%	27%	28	-10%
Cc1cccc(N=Cc2cc3c(cc2[N+](=O)[O-])OCO3)c1
    1%	?	-3%	-9%	-3%	6	-11%
COc1cc(NC(=O)CN2CCCN(Cc3cccc(F)c3)S2(=O)=O)cc(OC)c1
    -1%	2%	nt	nt	nt	-27	26%
CCCCN1CN(S(=O)(=O)c2cccs2)c2nc3ccccc3nc21
    nt	-29%	3%	-29%	nt	-5	?
O=C(Nc1ccc(Cl)cc1F)c1cc(S(=O)(=O)NCc2ccc3c(c2)OCO3)ccc1F
    -1%	7%	nt	nt	nt	72	-2%
Cc1ccc2c(COC(=O)CNC(=O)c3ccco3)cc(=O)oc2c1C
    5%	nt	nt	-5%	8%	51	nt
CN(Cc1ccc(Cl)s1)C(=O)CN1C(=O)N(C)C2(CCCCC2)C1=O
    -3%	-4%	nt	32%	9%	-5	0%
COC(=O)c1c(C)oc2ccc(N(C(=O)Oc3ccccc3)S(=O)(=O)c3ccc(Cl)c([N+](=O)[O-])c3)cc12
    -9%	-12%	1%	-39%	-3%	nt	4%
CN1CCN(Cc2cccc(Oc3ccc(Cl)cc3)c2)CC1
    1%	7%	1%	93%[activator]	0%	-61*	-8%
COc1ccc(/C=N\Nc2ccccn2)c(OC)c1
    3%	-8%	0%	-18%	28%	51	-21%
O=C(NNC(=O)[C@@H]1CCCC[C@@H]1C(=O)O)c1cccs1
    -3%	1%	-7%	-11%	1%	19	0%
O=C(Nc1ccc2c(c1)OCCO2)c1cccs1
    -7%	0%	?	-25%	12%	40	-10%
CCOc1ccc(NC(c2ccc(Cl)cc2)c2nnc(-c3cccc(F)c3)o2)cc1 (stereo not drawn)
    -4%	3%	nt	nt	nt	8	20%
COC(=O)c1c(C)oc2ccc(N(C(=O)c3ccncc3)S(=O)(=O)c3ccc(OC)cc3)cc12
    6%	-2%	nt	nt	nt	-95*	-6%
O=Cc1ccc(OCC(=O)N2CCc3ccccc32)c(Br)c1
    -3%	-2%	nt	-47%	-21%	0	-12%
COc1ccc(C(=O)Nc2ccc(-c3nc4ncccc4o3)cc2)cc1
    3%	11%	nt	nt	nt	3	16%
NC(=O)c1ccsc1NC(=O)COC(=O)c1c(F)cccc1Cl
    2%	1%	nt	-30%	3%	-5	7%
CCSc1ccc([C@@H]2[C@H]3C(=O)N(CC)C(=O)[C@H]3[C@]3(C(=O)OC)CCCCN23)cc1
    -15%	?	nt	134%[activator]	-13%	19	-9%
CC(C)(C)S(=O)(=O)/C(C#N)=C/c1cccn1S(=O)(=O)c1ccccc1
    -12%	nt	nt	nt	-29%	14	nt
CCc1ccccc1N(CC(=O)NCc1ccco1)C(=O)CCC(=O)Nc1nccs1
    0%	1%	-4%	24%	0%	15	3%
Cn1c(=O)[nH]c(=O)c2c1nc(N(CCO)Cc1ccccc1)n2CCCc1ccccc1
    -5%	-8%	17%	82%[activator]	4%	-39	-11%
COc1ccccc1N1CCN(C(=O)c2oc3ccccc3c2N)CC1
    -5%	-2%	nt	nt	nt	-24	6%
C[C@H](CO)N1C[C@H](C)[C@@H](CN(C)S(=O)(=O)c2ccccc2)Oc2c(NC(=O)Nc3ccc(C(F)(F)F)cc3)cccc2C1=O
    -2%	nt	nt	193%[activator]	-9%	15	nt
COc1cc(CN2CCCC(N3CCN(c4ccccc4C)CC3)C2)cc(Cl)c1O (stereo not drawn)
    2%	-34%	3%	82%[activator]	0%	5	?
O=C(/C=C/c1ccccc1)N1CCN(C(=O)c2ccco2)CC1
    3%	10%	2%	-19%	5%	8	-3%
COc1cc(CCN2C(=O)c3cccc4cccc(c34)C2=O)c(S(=O)(=O)NCCCO)cc1OC
    4%	-24%	1%	139%[activator]	0%	7	1%
CCONc1ncnc2nonc12
    -9%	-2%	2%	-12%	-17%	-18	?
CCCCOc1ccc(C(=O)N(CC)CC(=O)NCc2cccs2)cc1
    -4%	5%	0%	45%	25%	11	4%
NC(=O)CC1C(=O)N(c2ccc(F)cc2)C(=O)N1NC(=O)CCc1ccccc1 (stereo not drawn)
    1%	nt	-2%	-18%	-4%	-15	1%
O=C(Cc1ccsc1)N1CCN(S(=O)(=O)c2cc(C(F)(F)F)cc(C(F)(F)F)c2)CC1
    -1%	4%	1%	128%[activator]	1%	?	-25%
CCOC(=O)c1[nH]ncc1CN1CCN(Cc2ccc(C)cc2)C(CCO)C1 (stereo not drawn)
    -3%	10%	2%	-6%	2%	-9	8%
CCOC(=O)C1CCCN(S(=O)(=O)Cc2ccc(Cl)cc2)C1 (stereo not drawn)
    3%	-14%	2%	-4%	10%	-28	1%
Cn1c(SCC(=O)C(C)(C)C)nnc1-c1cccnc1
    1%	0%	1%	-17%	5%	-6	?
C=C(C)CNC(=S)N/N=C/c1c(F)cccc1F
    2%	-4%	-1%	-28%	104%[activator]	?	-11%
Cc1ccc(S(=O)(=O)N(C)C)cc1NC(=O)C1CCCC1
    -14%	2%	0%	-7%	-17%	19	-13%
O=C(NCCC1CCCCN1S(=O)(=O)c1ccc(Cl)cc1)C(=O)NCc1ccco1 (stereo not drawn)
    2%	?	nt	-1%	-8%	?	?
N#C/C(=C1/CCCCCN1)c1nc2ccccc2s1
    -24%	9%	-6%	-38%	-6%	8	0%
Cc1ccc(CNC(=O)c2cc3c(=O)oc4ccc(C)cc4c3s2)cc1
    2%	-1%	nt	nt	nt	4	-12%
Cc1ccc(NC(=O)Cn2c(=O)cnc3ccccc32)cc1S(=O)(=O)N(C)C
    -7%	3%	-7%	-22%	4%	?	-14%
CCCc1cnc2c(c1SCC(=O)N(C)c1ccccc1)c(=O)n(C)c(=O)n2C
    -18%	3%	nt	nt	nt	-4	1%
COCC(=O)n1nc(-c2ccccc2)nc1NCc1ccc(N(C)C)cc1
    -9%	7%	2%	-6%	22µM*	-19	3%
CCOC(=O)c1c(NC(=O)c2ccc(S(=O)(=O)N(CC(C)C)CC(C)C)cc2)sc2c1CCN(CC)C2
    -4%	1%	nt	nt	nt	-30	-1%
CCCCOC(=O)Nc1cccc(Cl)c1C
    -7%	12%	6%	-9%	10%	-14	-5%
CC(C)n1cnnc1SCC(=O)Nc1ccc(N2CCCCC2)cc1
    -14%	-30%	nt	-1%	-17%	-22	-12%
CCC(=O)Nc1ccccc1C(=O)OCC(=O)Nc1ccc(S(N)(=O)=O)cc1
    ?	-4%	-3%	-25%	-9%	37	-13%
C/C(=N\N(c1ccccc1)c1ccccc1)c1ccc(N)cc1
    4%	nt	nt	nt	?	19	nt
COc1ccc(NS(=O)(=O)c2ccc(C)c(NC(=O)CNC(=O)c3ccco3)c2)cc1
    1%	1%	nt	-8%	9%	-34	-12%
CN(C(=O)COC(=O)CNS(=O)(=O)/C=C/c1ccccc1)C1CCS(=O)(=O)C1 (stereo not drawn)
    -20%	-1%	-4%	-1%	4%	23	-16%
COC(=O)C1=C(C)NC(=O)NC1c1ccccc1Cl (stereo not drawn)
    0%	-1%	0%	-10%	7%	36	1%

# Structural class, those above containing a nitro group on carbon
# Each structure is followed by: TbPYK inhibitor	Sm TGR inh	LmPK inh	AmpC no deterg	AMA1-RON2 inh	HCMV inh	AmpC inh detg
Cc1cccc(N=Cc2cc3c(cc2[N+](=O)[O-])OCO3)c1
    1%	?	-3%	-9%	-3%	6	-11%
COC(=O)c1c(C)oc2ccc(N(C(=O)Oc3ccccc3)S(=O)(=O)c3ccc(Cl)c([N+](=O)[O-])c3)cc12
    -9%	-12%	1%	-39%	-3%	nt	4%

# Remaining list, next part.
# Each structure is followed by: TbPYK inhibitor	Sm TGR inh	LmPK inh	AmpC no deterg	AMA1-RON2 inh	HCMV inh	AmpC inh detg
COc1ccc(C(=O)NCCc2cc3ccc(C)c(C)c3[nH]c2=O)cc1OC
    5%	9%	9%[11.5 µM]	-17%	-11%	-26	-1%
COc1ccccc1OCC(=O)N(Cc1ccc(Cl)cc1)CC1CCCO1 (stereo not drawn)
    -1%	-6%	nt	nt	nt	-17	-4%
CCn1c(C)cc(/C=C2\NC(=O)N(Cc3ccc(Cl)cc3)C2=O)c1C
    -4%	-11%	-2%	-8%	-2%	-21	-7%
COc1ccccc1NC(=O)N1CCCC1C(=O)NC1CCCCC1 (stereo not drawn)
    -10%	1%	-5%	-11%	-14%	43	5%
Cc1ccc(N(CC(=O)Nc2cccc(Cl)c2C)S(=O)(=O)c2c(C)noc2C)cc1
    0%	13%	nt	nt	nt	-13	4%
Cc1cc(C)cc(NC(=O)C2C3C=CC4(O3)C2C(=O)N(CCCN2CCCCC2)C4C(=O)NC2CCCCC2)c1 (stereo not drawn)
    7%	-11%	-3%	-3%	-5%	?	?
COc1ccc(NC(=O)CCCS(=O)(=O)c2nc(-c3ccc(OC)c(OC)c3)cc(C(F)(F)F)n2)cc1OC
    -9%	?	nt	nt	nt	-100*	?
O=C(O)c1ccccc1C(=O)Nc1ccc(S(=O)(=O)NC2CCCCC2)cc1
    1%	5%	0%	-8%	7%[2.32 µM]	-7	-3%
CN(C)CCN(C(=O)c1cccc2ccccc12)c1nc2cc3c(cc2s1)OCO3
    1%	3%	-1%	164%[activator]	-29%	-112*	-5%
COc1ccc(C)c2sc(N(CCCN(C)C)C(=O)c3ccc4c(c3)OCCO4)nc12
    1%	-13%	nt	153%[activator]	-1%	-11	-15%
CCn1c(=O)c(=O)n(CC)c2cc(N3CCCCC3)c(NC(=O)c3ccc(OC)c(OC)c3)cc21
    -2%	7%	nt	nt	nt	-10	25%
CSc1ncc(CO)n1Cc1ccccc1
    2%	-4%	-5%	5%	-9%	-9	-3%
CC1CC(c2ccccc2)n2nc(NC(=O)c3ccco3)nc2N1 (stereo not drawn)
    0%	0%	2%	-19%	52%[activator]	8	-6%
O=C(COC(=O)C12CC3CC(CC(C3)C1)C2)N1CCN(S(=O)(=O)c2ccccc2)CC1
    1%	-15%	3%	-24%	1%	-18	?
